NALP1 yeast inh: NALP1 inflammasome inhibitors in reconstituted yeast, colorimetric, S. cerevisiae, triplicate retest; S. cerevisiae NALP1/ASC/caspase-1 growth, X-gal OD620, 72 h; inhibition, % at 10 µM; 280,000 tested, 0.61% active; in the data active means inhibition mostly above about 24%, no sharp cut-off; inactive means mostly below about 32%; further: some compounds called inactive have numbers as strong as hits
MEKK2mut PB1 HTS: MEK5 binding signal on mutant MEKK2 PB1, primary screen, biochemical, multiplex bead flow cytometry, Alexa488-MEK5 | Alexa488-MEK5 binding to MEKK2 mutant | 290,000 tested, 0.35% active | percent response, % at 10 µM; in the data active means percent response above about 24%, passing the limit was not always enough; further: inactives centre near 1; some results filed as inactive read as strong as hits; reference of the scale not given here
MEKK3 PB1 HTS: modulators of MEKK3-MEK5 PB1 binding, primary screen, biochemical, wildtype MEKK3, multiplex bead flow cytometry, Alexa488-MEK5. binding response (% of control), % at 10 µM. AID 1529, 2009. 290,000 tested, 1.4% active. bead-based flow cytometry, Alexa488-MEK5 binding to MEKK3; actives lie on both sides; 0 = blocked by unlabeled MEK5, 100 = vehicle;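 active means binding response more than 3 SD above or below the average of its plate-row segment, actives on both sides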;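 further: Alexa488 bead fluorescence after subtracting the streptavidin-only scavenger bead signal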
Target sequence (Q99759 whole entry, looked up): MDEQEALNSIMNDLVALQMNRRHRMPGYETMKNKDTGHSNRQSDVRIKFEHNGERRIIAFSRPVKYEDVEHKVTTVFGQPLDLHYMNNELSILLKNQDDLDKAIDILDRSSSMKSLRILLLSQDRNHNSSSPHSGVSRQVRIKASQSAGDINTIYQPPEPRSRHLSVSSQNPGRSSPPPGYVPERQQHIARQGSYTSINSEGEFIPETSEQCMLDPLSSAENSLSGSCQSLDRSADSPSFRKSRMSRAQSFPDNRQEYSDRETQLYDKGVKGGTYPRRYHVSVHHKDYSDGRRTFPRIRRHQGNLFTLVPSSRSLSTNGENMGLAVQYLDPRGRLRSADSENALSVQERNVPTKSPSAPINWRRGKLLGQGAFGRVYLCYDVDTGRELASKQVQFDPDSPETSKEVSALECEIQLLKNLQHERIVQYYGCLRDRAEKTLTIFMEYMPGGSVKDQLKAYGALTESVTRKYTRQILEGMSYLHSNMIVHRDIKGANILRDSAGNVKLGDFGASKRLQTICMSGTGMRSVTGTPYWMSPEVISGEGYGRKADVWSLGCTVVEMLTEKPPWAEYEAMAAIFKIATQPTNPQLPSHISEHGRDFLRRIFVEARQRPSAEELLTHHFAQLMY
pCIP destab: p/CIP-EGFP fusion destabilizers, primary screen, fluorescence, F442A cells. decrease of EGFP signal, % at 10 µM. 16 h. 290,000 tested, 0.01% active. Q05BA5;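 active means EGFP signal decrease of at least 30% at 10 µM or well 3 SD below plate mean, unless failing retest; inactive means the rest, including hits failing retest or dose response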; further: some compounds called inactive have numbers as strong as hits; many of its hits are not listed in these tables
PfM18AAP inh: PfM18AAP inhibitors, malaria aminopeptidase, primary screen, biochemical, QFRET, recombinant enzyme; M18 aspartyl aminopeptidase (Plasmodium falciparum 3D7); H-Glu-NHMec fluorogenic cleavage; inhibition, % at 7.35 µM; 290,000 tested, 1.2% active; AID 1822, 2009;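 active means inhibition above the campaign mean inhibition over all tested compounds plus 3 SD, cut at about 28% in these data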;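 further: 0% = plate median of test compound wells and 100% = 2 mM ZnCl2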
MEKK2 WT-MEK5: modulators of MEK5 binding to wildtype MEKK2, primary screen, biochemical, multiplex bead flow cytometry, Alexa488-MEK5 | Mitogen-activated protein kinase kinase kinase 2 (Homo sapiens), Q9Y2U5 | Alexa488-MEK5 binding to MEKK2 WT; actives lie on both sides | binding response (% of control), % at 10 µM | 290,000 tested, 1.1% active | AID 1531, 2009; in the data active means binding response below about 67% or above about 130%
IDE inh: human IDE inhibitors in live cells, primary screen, fluorescence polarization, HEK cells, FAbetaB substrate | Insulin-degrading enzyme (Homo sapiens), P14735 | FAbetaB cleavage | inhibition, % at 5.59 µM | 320,000 tested, 0.41% active | AID 434962, 2010;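 active means percent inhibition above the average of all tested compounds plus 3 SD, set per screening campaign, cut at about 16% in these data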;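 further: IDE supplied by intact live HEK cells; FP after avidin binding of uncleaved biotin substrate so inhibition keeps polarization high; 0% = DMSO wells and 100% = 60 µM reference IDE inhibitor Ii1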
IDE cell activ: human IDE activators in live cells, primary screen, fluorescence polarization, HEK cells, FAbeta-B substrate; Insulin-degrading enzyme (Homo sapiens), P14735; FAbeta-B cleavage; 0% vehicle, 100% cell-free pure enzyme wells; activation, % at 5.96 µM; 340,000 tested, 0.073% active; AID 493087, 2011;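 active means activation above the mean of all tested compounds plus 3 SD, set per screening campaign, cut at about 17% in these data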
SUMO HTRF inh: inhibitors of in vitro SUMOylation cascade, primary screen, biochemical, HTRF, uHTS | SUMO-conjugating enzyme UBC9 (Homo sapiens), P63279 | HTRF SUMOylation assay, SAE1/SAE2 + UBC9 | inhibition, % at 35 µM | 290,000 tested, 0.36% active; in the data active means inhibition above about 50%, passing the limit was not always enough; further: strong numbers were not always called active
Target sequence (P63279 whole entry, looked up): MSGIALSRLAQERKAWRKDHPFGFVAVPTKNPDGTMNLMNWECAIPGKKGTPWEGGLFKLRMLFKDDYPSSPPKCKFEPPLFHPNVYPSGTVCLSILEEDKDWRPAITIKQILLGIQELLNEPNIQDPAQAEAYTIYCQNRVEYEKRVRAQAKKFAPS
* marks the source's active call; other numbers are inactive results; x = not tested or not shown. These rows are one share of the data; count on the stated rates, not on these rows.

SMILES	NALP1 yeast inh	MEKK2mut PB1 HTS	MEKK3 PB1 HTS	pCIP destab	PfM18AAP inh	MEKK2 WT-MEK5	IDE inh	IDE cell activ	SUMO HTRF inh
Cc1nc2sc(C(c3ccccc3)N3CCN(c4ccccc4F)CC3)c(O)n2n1 (stereo not given)	5	0	105	-7	12	103	0	2	16
Cc1ccc(C)c(-n2c(CNC(=O)c3ccco3)nnc2SCC(=O)Nc2nnc(C)s2)c1	4	7	108	-7	6	107	1	2	27
CC(=O)c1cccc(NC(=O)c2cc(=O)c3ccccc3o2)c1	8	4	109	10	-13	103	-4	4	12
COCC(C)NC(=O)c1cccc(Cl)c1 (stereo not given)	2	6	104	-10	4	110	-1	4	15
CC(=O)N1CCN(S(=O)(=O)c2ccc(S(=O)(=O)NCC(C)C)cc2)CC1	18	-3	93	1	-8	97	-2	1	-5
Nc1nc(-c2cc(-c3ccccc3)no2)cs1	-4	8	108	-5	1	111	-2	-1	16
C#Cc1ccc([C@H]2C=C(C(=O)NC3CC3)O[C@@H](OCC)[C@@H]2CCCO)cc1	6	5	102	-6	-8	104	1	1	-5
COc1ccc(-c2nc(CS(=O)(=O)CC(=O)NCCc3cc(OC)ccc3OC)c(C)o2)cc1	11	-4	95	-10	-1	99	-1	6	12
CCOC(=O)c1c(/N=C/c2cc(OC)cc([N+](=O)[O-])c2O)sc(C)c1C	46	0	135*	-13	28*	103	-3	4	-9
CCc1c(C)nc2ncnn2c1N1CCC(C(=O)NCc2cccc(OC)c2)CC1	-4	5	99	-2	-8	101	6	9	4
O=C(COc1ccccc1)Nc1nnc(S(=O)(=O)N2CCCCCC2)s1	14	2	103	-6	2	106	7	7	10
CC(C)=N/N=C(\c1cccc([N+](=O)[O-])c1)C12CN3CN(CN(C3)C1)C2	27	-2	102	-10	-2	107	3	6	8
O=C(NC1CCSc2ccccc21)c1ccc([N+](=O)[O-])cc1 (stereo not given)	5	1	103	5	2	104	-1	-1	-8
C[C@H](NC(=O)c1ccc2c(c1)OCO2)c1nnc2ccccn12	18	-7	94	18	-11	93	0	-3	36
COc1ccccc1NC(=O)c1ccc(NS(=O)(=O)c2ccc(F)c(Cl)c2)cc1	19	1	98	-2	4	105	0	2	6
CC(=O)n1c(C=Nc2ccccc2)c(O)c2ccccc21	8	-4	97	1	-2	93	3	-2	20
Cc1cc(C)c(NC(=O)OCCN2CCOCC2)c(C)c1	13	1	102	-8	-4	99	1	11	20
COc1ccc(OC)c(NS(=O)(=O)c2ccc(N3CCCC3=O)cc2)c1	-13	9	101	-2	-8	104	-1	-1	8
O=C1C=C(c2cccnc2)CCC1	x	1	110	x	x	104	2	5	x
COC(=O)c1ccc(C(=O)OC)c(-n2c(=O)c3ccccc3c3ccccc3c2=O)c1	20	3	106	-6	-3	107	-4	-5	-17
CC(C)(C)c1ccc(C(=O)CC(Sc2ccc(Cl)cc2)C(=O)O)cc1 (stereo not given)	9	-2	103	-15	-31	99	-1	1	33
CC(C)(C)NC(=O)CN1C(=O)NC(c2ccccc2)(c2ccccc2)C1=O	1	-1	99	-4	-2	96	6	-3	-2
CCOc1ccc(-c2nc(CSCC(=O)N3CCN(C(=O)c4ccco4)CC3)c(C)o2)cc1	-8	-1	96	-41	-12	92	2	-1	12
O=C(O)/C=C/C(=O)NNC(=O)c1cccc(Br)c1	4	2	106	4	3	107	3	-4	-6
CCOc1ccc(-c2cc(CCCC(=O)NCCc3ccc(OC)c(OC)c3OC)no2)cc1	-16	-3	87	-5	8	93	4	-6	-4
NC(=O)c1nc(N2CCOCC2)nc(N2CCOCC2)n1	7	8	99	-6	-6	102	2	0	19
COc1ccc(CNC(=O)CCS(=O)(=O)Cc2cccc(Cl)c2)c(OC)c1	-5	-1	99	-2	2	102	-1	-1	5
COc1ccccc1CNC(=O)CNC(=O)c1ccc(Br)o1	11	-1	101	5	-2	102	-1	-3	11
Cc1ccc(C(=O)COC(=O)c2ccccc2NC(=O)c2ccccc2)cc1[N+](=O)[O-]	9	3	107	0	4	103	1	0	-10
O=C(CSc1nnnn1-c1ccc(F)cc1)Nc1ccc(N2CCOCC2)c(Cl)c1	9	6	105	-2	-8	104	1	3	4
CCCN(CCC)CCCNC(=O)C1CCN(S(=O)(=O)c2cccc3nsnc23)CC1	26	2	99	-2	1	118	5	6	9
Cc1cc2cc(CN3C(=O)c4ccccc4C3=O)ccc2n1C	28	-1	97	-17	-2	94	5	5	6
N#Cc1c(N)nc(SCC(=O)NCCc2ccccc2)c(C#N)c1-c1cccs1	3	x	x	7	-4	x	3	-3	26
O=C(CNC(=O)c1ccc(F)cc1)N/N=C/c1cn[nH]c1-c1ccccc1	30	-1	78	-2	-1	95	0	4	7
COc1ccc(C)cc1S(=O)(=O)N(C)CC(=O)NC1CCCCCC1	24	3	103	0	3	105	5	5	7
COc1cc(OC)cc(C(=O)NCc2nc(-c3ccccc3)no2)c1	-5	-1	102	-12	-4	100	-1	2	-1
CN1CCC(OC(=O)c2cccc(Cl)c2)CC1	2	6	103	1	-7	104	-3	-3	-1
COC(=O)c1sccc1NC(=O)Nc1ccc(F)cc1	8	7	105	-3	-4	103	10	0	-5
CC(C)Oc1cccc(C(=O)N/N=C/c2coc3ccccc3c2=O)c1	-6	-4	97	-19	12	97	x	3	8
C/C(=N\NS(=O)(=O)c1ccccc1)c1ccc2c(c1)OCCO2	20	3	106	10	5	104	5	-4	5
CN1CCN(c2ccccc2/C=N/NC(=O)c2cccnc2)CC1	12	-18	92	-17	6	89	6	7	-11
CCOc1ccccc1NC(=O)C1=C(C)NC(=O)NC1c1cccc(OC)c1OC (stereo not given)	4	1	108	2	-11	103	4	-4	20
CCC(O)C1CCN(Cc2cn(-c3ccc(OC)cc3)nc2-c2cccc(F)c2)CC1 (stereo not given)	21	13	106	8	7	125	7	4	13
COCCNc1nc(-c2ccccc2)nc2ccccc12	15	-9	107	-7	1	89	-5	-1	6
Nc1nc(-c2ccccc2)c(N=Nc2ccccc2Cl)s1	25	-2	79	13	1	88	-5	7	-38
Cc1ccccc1NC(=O)C1CCN(S(=O)(=O)c2cccc3nonc23)CC1	26	-2	102	-7	-7	105	2	-3	-2
CC(C)[C@H](NC(=O)c1ccco1)C(=O)OCC(=O)N1CC(=O)Nc2ccccc21	10	-8	103	-7	2	97	-4	-1	5
CCC(=O)N1CCN(c2ccc(NC(=S)NC(=O)c3cccc([N+](=O)[O-])c3)cc2)CC1	12	2	99	-12	0	103	4	9	-4
Cc1ccccc1NC(=O)c1cccc(N2C(=O)C3CCC(C)CC3C2=O)c1 (stereo not given)	30	-11	97	-13	-8	96	-2	0	-2
COc1cccc(OC)c1C(=O)NC(=S)Nc1cc(-c2nc3ccccc3[nH]2)ccc1Cl	14	0	125	5	-1	102	-1	-8	-13
CN1CCC2(CC1)Nc1nc(SCc3ccc(Cl)cc3)nn1C1=C2CN(C)CC1	17	10	106	1	-5	116	7	4	20
CC1CN(C(c2cccs2)c2sc3ncnn3c2O)CC(C)O1 (stereo not given)	8	10	109	-7	14	109	4	3	-3
N#Cc1c(-c2ccccc2)cc(-c2ccccc2)nc1SCc1nnc(-c2ccccc2)o1	11	1	102	3	-8	102	2	-1	-16
Fc1cccc(CNC2CCN(CCc3ccccc3)CC2)c1	20	19	111	-1	-7	124	x	5	1
Cc1ccccc1NC(=O)CSc1nc2scc(C)c2c(=O)[nH]1	8	-2	100	-10	-11	99	-4	3	5
CC(NS(=O)(=O)c1ccc(Cl)cc1)C(c1cccs1)N1CCN(C)CC1 (stereo not given)	16	8	90	3	-13	96	0	2	3
CNC(=S)NNC(=O)c1cccn(Cc2ccc(Cl)cc2Cl)c1=O	12	x	x	-6	7	x	2	x	-19
Clc1ccc(CN2CCC(c3nc4ccc(Cl)cc4[nH]3)CC2)cc1	30	x	x	-9	-8	x	3	-2	19
CCOC(=O)c1ccc(N/C=C/C(=O)c2ccc(OC)c(OC)c2)cc1	12	0	94	-14	0	93	-2	6	20
CCn1c(=O)c(=O)n(CC)c2cc(S(=O)(=O)Nc3cc(C)ccc3C)ccc21	2	-1	95	0	-9	96	-5	4	17

Following part:
SMILES	NALP1 yeast inh	MEKK2mut PB1 HTS	MEKK3 PB1 HTS	pCIP destab	PfM18AAP inh	MEKK2 WT-MEK5	IDE inh	IDE cell activ	SUMO HTRF inh
CCOc1ccc(CNn2nnnc2N)cc1	-15	9	110	-2	3	122	1	0	0
CCn1ccnc1CN(C)Cc1nc(CCC(C)C)no1	8	-11	99	-7	-6	93	-7	-2	15
O=C(COC(=O)c1ccccn1)c1cccc(Br)c1	8	2	99	-44	-13	104	-2	7	0
CC(C)(C)c1csc(NC(=O)Cn2cnc3ccccc3c2=O)n1	0	x	x	-4	-2	x	-3	2	9
CCOC(=O)C1CCCN(CC(O)COC(c2ccccc2)c2ccccc2)C1 (stereo not given)	12	-1	103	-8	3	106	8	4	14
CCc1ccccc1NC(=S)N(CCN1CCCCC1)Cc1ccco1	-4	2	101	15	-16	104	-7	2	-34
CC(C)NC(=O)c1onc(CSc2ccc(F)c(F)c2)c1C(=O)O	-12	7	113	-12	-5	113	-3	-4	8
COc1ccc(-c2nnc(SCC(=O)NC3CCCCC3)o2)cc1OC	5	-2	92	-14	0	94	1	6	17
Cc1ccc([N+](=O)[O-])cc1NC(=O)c1ccc(C(C)(C)C)cc1	-15	4	113	11	4	109	5	1	-17
COc1ccnc(Oc2ccc(F)cc2)c1C(=O)N/C=N/OCc1cccc(F)c1	31	-5	103	-5	-8	99	6	1	-1
COCCCNC(=O)CCCn1c(=O)[nH]c2ccccc2c1=O	7	4	105	-4	1	104	1	-3	22
CCOc1cc(C)c(S(=O)(=O)NC2CC(C)(C)NC(C)(C)C2)cc1C	12	-3	97	8	-2	103	-2	3	-6
COc1nc(OC)nc(N2CCC(C(=O)Nc3cccc4c3CCCC4)CC2)n1	20	-6	95	-7	-16	84	7	4	10
O=C(CN1C(=O)NC2(CCCc3ccccc32)C1=O)Nc1cccc(S(=O)(=O)N2CCCCC2)c1 (stereo not given)	24	0	111	1	3	113	1	-6	-30
COc1cccc(N(C(=O)CNC(=O)c2ccco2)C(C(=O)NC2CCCC2)c2ccco2)c1 (stereo not given)	14	-5	100	2	-4	93	-1	1	-8
Cc1ccc(NC(=O)c2ccc(OCC3CCCO3)cc2)c(C)c1 (stereo not given)	14	18	111	-5	-5	128	1	7	-5

Four of the compounds above, bar-delimited:
compound | NALP1 yeast inh | MEKK2mut PB1 HTS | MEKK3 PB1 HTS | pCIP destab | PfM18AAP inh | MEKK2 WT-MEK5 | IDE inh | IDE cell activ | SUMO HTRF inh
CCOc1cc(C)c(S(=O)(=O)NC2CC(C)(C)NC(C)(C)C2)cc1C | 12 | -3 | 97 | 8 | -2 | 103 | -2 | 3 | -6
COCCCNC(=O)CCCn1c(=O)[nH]c2ccccc2c1=O | 7 | 4 | 105 | -4 | 1 | 104 | 1 | -3 | 22
CCc1ccccc1NC(=S)N(CCN1CCCCC1)Cc1ccco1 | -4 | 2 | 101 | 15 | -16 | 104 | -7 | 2 | -34
CC(C)NC(=O)c1onc(CSc2ccc(F)c(F)c2)c1C(=O)O | -12 | 7 | 113 | -12 | -5 | 113 | -3 | -4 | 8
